CTSL1 counter: blocks F. hepatica cathepsin L1 in PFM18AAP counter-screen | recombinant F. hepatica cathepsin L1, Z-Leu-Arg-MCA fluorescence | inhibition, % at 5.96 µM | 300,000 tested, 0.49% active | AID 1906;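 active means inhibition above the mean of all tested compounds plus 3 SD, set per screening campaign, cut at about 17% in these data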;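 further: 0% = plate median of test compound wells and 100% = 1 µM Z-Phe-Ala-diazomethylketone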
core dimer inh: HCV core protein dimerization inhibition. TR-FRET GST/Flag-core106 dimerization, 1536-well. inhibition, % at 5 µM. 300,000 tested, 0.33% active. AID 1899;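 active means inhibition above the mean of all tested compounds plus 3 SD, set per screening campaign, cut at about 45% in these data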
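Assay system: Tagged HCV core106 pair (GST and Flag) | Buffer or medium: KF-containing HEPES buffer, pH 7.45, DTT, CHAPS, BSA | Also added: Eu donor and XL665 acceptor anti-tag antibodies | Dosing: One concentration, 5 µM, in 0.5% DMSO | Timing: 4 h at 22.5 °C | Technique: TR-FRET 671 and 617 nm emission | Repeats: Singlicate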
proCasp7 act: counter-screen: procaspase-7 (human) activation. P55210. recombinant procaspase-7, Ac-DEVD-pNA absorbance 405 nm; D23A/D198A/D206A triple mutant, cannot self-cleave; scale: DMSO 0, 5 µM enzyme 100. activation, % at 8.5 µM. 330,000 tested, 0.093% active;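 active means percent activation above the screen-wide mean plus 3 SD, cut at about 25% in these data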
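Assay system – Uncleavable procaspase-7 mutant enzyme · Quantity – 2 µM procaspase-7 mutant as dispensed · Times – 1 h preincubation, 2 h reaction · Dosing – single nominal 8.5 µM compound dose, 0.8% DMSO final · Buffer or medium – Zinc-free 50 mM HEPES buffer, pH 7.4, with NaCl and Triton X-100 · Detection – Epi-absorbance of released pNA at 405 nm, two timepoints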
Efflux pump inh: inhibitors of Candida antifungal efflux pumps expressed in yeast; S. cerevisiae Candida pump triplex, Nile Red efflux; inhibition, % at 10 µM; 330,000 tested, 0.44% active; AID 485275;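 active means plate passing quality check with inhibition over a set limit, or well fluorescence over plate mean plus 4 SD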;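 further: Nile Red retained in pooled yeast measured as flow cytometry median fluorescence; 0% = buffer negative control and 100% = Enniatin B positive control; higher means more Nile Red kept so more efflux inhibition; some compounds called inactive have numbers as strong as hits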
PP1 inh: counter-screen for PP5 inhibitors: inhibitors of human PP1-alpha. P62136. inhibition, % at 6.7 µM. purified PP1alpha, OMFP fluorescence. 320,000 tested, 0.9% active;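 active means inhibition above the mean inhibition of all tested compounds plus 3 SD, computed separately for each screening campaign, cut at about 15% in these data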
Target sequence (P62136 whole entry, looked up): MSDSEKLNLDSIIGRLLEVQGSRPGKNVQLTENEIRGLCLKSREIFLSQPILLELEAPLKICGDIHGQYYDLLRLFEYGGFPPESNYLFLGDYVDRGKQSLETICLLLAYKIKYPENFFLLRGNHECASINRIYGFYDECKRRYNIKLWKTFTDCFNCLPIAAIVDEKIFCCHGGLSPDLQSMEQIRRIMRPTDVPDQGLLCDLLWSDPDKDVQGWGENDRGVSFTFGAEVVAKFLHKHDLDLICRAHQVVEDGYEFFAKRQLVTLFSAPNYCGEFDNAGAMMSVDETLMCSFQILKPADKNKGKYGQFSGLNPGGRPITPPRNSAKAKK
TPT1 inhibitor: C. albicans TPT1 enzyme inhibition. recombinant caTPT1, FP RNA substrate dephosphorylation. inhibition, % at 5 µM. 300,000 tested, 0.81% active;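 active means inhibition above the mean of all tested compounds plus 3 SD, set per screening campaign, cut at about 24% in these data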;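 further: plate controls were DMSO alone for no effect and ferristatin control at 100 nM for full effect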
PP5 inh: inhibitors of human protein phosphatase 5 (PP5); P53041; purified PP5c, OMFP substrate fluorescence; inhibition, % at 6.7 µM; 320,000 tested, 0.18% active;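 active means inhibition above the campaign's mean inhibition across all tested compounds plus 3 SD, cut at about 9.5% in these data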;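 further: 0% = DMSO only and 100% = 100 µM cantharidin control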
JMJD2C inh: inhibitors of human GASC-1 (JMJD2C) demethylase; Q9H3R0; GST-JMJD2C(1-420) H3K9me3 demethylation, DELFIA europium; inhibition, % at 2.35 µM; 330,000 tested, 0.069% active;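 active means more than half of a compound's replicate wells show inhibition beyond 50%, single wells judged on their own value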;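 further: signal counts dimethyl H3K9 product captured on neutravidin plate; 0% = median of DMSO wells and 100% = 0.3 times that DMSO median; strong numbers were not always called active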
Target sequence (Q9H3R0 1-420 limits assumed): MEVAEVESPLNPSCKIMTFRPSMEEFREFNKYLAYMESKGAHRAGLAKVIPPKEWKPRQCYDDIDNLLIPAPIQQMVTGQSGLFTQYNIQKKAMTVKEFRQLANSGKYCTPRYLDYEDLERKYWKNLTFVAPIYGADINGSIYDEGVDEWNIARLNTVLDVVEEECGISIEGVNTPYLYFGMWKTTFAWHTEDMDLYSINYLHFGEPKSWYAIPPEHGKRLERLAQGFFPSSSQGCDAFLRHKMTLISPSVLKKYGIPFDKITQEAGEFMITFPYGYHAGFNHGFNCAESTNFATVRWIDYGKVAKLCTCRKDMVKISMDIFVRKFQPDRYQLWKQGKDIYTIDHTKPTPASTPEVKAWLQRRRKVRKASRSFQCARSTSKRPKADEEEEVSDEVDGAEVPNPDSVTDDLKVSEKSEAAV
procasp3 activ: activates human procaspase-3; P42574; recombinant procaspase-3 D3A, Ac-DEVD-pNA absorbance 405 nm; activation, % at 8.5 µM; 330,000 tested, 0.11% active; AID 463141;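 active means activation above the mean of all tested compounds plus 3 SD, cut at about 21% in these data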;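 further: 0% = DMSO alone and 100% = DMSO wells spiked with extra 5 µM PC-3 D3A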
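Assay system: Autoprocessing-dead procaspase-3 D3A mutant enzyme; also added: Ac-DEVD-pNA; doses: one concentration, 8.5 µM nominal, 0.8% DMSO; times: 1 h compound preincubation, 2 h substrate hydrolysis at 25 °C; technique: 405 nm absorbance of p-nitroaniline, reads at 0 and 120 min; measure: % activation between DMSO and enzyme-spiked controls; repeats: single replicate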
* marks the source's active call; other numbers are inactive results; nt = no result given. Rows were taken by chance; any-hit rate near 2.9%.

Each structure is followed by: CTSL1 counter	core dimer inh	proCasp7 act	Efflux pump inh	PP1 inh	TPT1 inhibitor	PP5 inh	JMJD2C inh	procasp3 activ
CN(C)S(=O)(=O)N1CCN(c2ccc([N+](=O)[O-])c(NC3CC3)c2)CC1
→ 1	5	2	0.1	-7	-1	-1.8	-4	6
COc1ccc(-c2ocnc2C(=O)NCc2nn(-c3ccccc3)nc2C)cc1
→ -2	2	-1	0.0	-2	-3	-0.6	4	2
Cc1ccc(S(=O)(=O)c2cc(OC(=O)c3ccco3)ccc2OC(=O)c2ccco2)cc1
→ -7	13	-3	0.9	1	2	0.7	7	-6
CN(Cc1ccccc1)S(=O)(=O)c1ccc2c(c1)n(C)c(=O)c(=O)n2C
→ -3	1	9	0.0	-7	2	-1.1	35	1
NS(=O)(=O)c1ccc(CNC(=O)CCS(=O)(=O)Cc2ccccc2)cc1
→ 1	-5	-4	0.0	5	1	-0.1	-15	-1
CCCCC(=O)NC(Nc1nc(C2CC2)cs1)(C(=O)OCC)C(F)(F)F (stereo unspecified)
→ 0	7	12	-0.1	-1	-6	3.6	50	-2
CCOC(=O)C1CCN(C2CC(=O)N(c3ccc(OCC)cc3)C2=O)CC1 (stereo unspecified)
→ -1	-4	-16	-0.1	-4	-4	0.2	-5	-29
N#CCn1nnc(-c2ccc3c(c2)OCO3)n1
→ 5	0	-5	0.0	-1	2	-0.9	-11	11
O=C(O)/C(=C\c1cccc(OCc2ccccc2)c1)c1ccc(F)cc1
→ -3	7	2	0.1	2	-1	2.5	-21	1
COc1cccc(CN(C)C(=O)c2ccc(OCC(=O)Nc3cccc(C(F)(F)F)c3)c(OC)c2)c1
→ 8	3	1	-0.1	1	2	8.6	4	2
O=C(O)C[C@H]1c2ccc(C(F)(F)F)cc2S(=O)(=O)N1Cc1ccccc1
→ 3	-5	1	0.0	-3	1	1.7	2	12
COc1ccc(NC(=O)CN(C)C(=O)CNC(=O)c2ccc(C)s2)cc1
→ -3	4	0	0.0	-6	-1	-0.3	-1	2
CCOc1cc(C=O)c(Br)cc1OC1CCCC1
→ 4	30	-3	0.0	0	-1	1.5	4	5
COC(=O)c1ccc(OCC(O)CN2C(=O)c3ccccc3S2(=O)=O)cc1 (stereo unspecified)
→ -5	1	14	0.0	-6	0	2.4	0	8
O=C(COC(=O)CNC(=O)c1cccs1)Nc1ccccc1C(F)(F)F
→ -20	0	0	0.1	-5	-3	1.1	12	-2
COc1ccc(/C=N/NC(=O)C2COc3ccccc3O2)cc1OC (stereo unspecified)
→ 5	3	1	0.0	-4	-3	-2.1	-2	1
N[C@@H](CO)c1nnc([C@H](Cc2ccc(O)cc2)NC(=O)C2CCNCC2)o1
→ 0	-6	5	0.0	-3	-3	-3.8	-3	0
O=C(Cn1cnc2c(nnn2-c2ccc(F)cc2)c1=O)NCc1ccco1
→ 0	5	-2	-0.2	0	-3	3.0	2	0
O=C(CSc1ccc(C(F)(F)F)cc1[N+](=O)[O-])Nc1ccccc1
→ -3	-6	-3	0.1	-1	2	4.7	0	-10
NC(=O)N/N=C/c1ccc(N2CCOCC2)s1
→ 2	-27	3	-0.2	2	81*	1.4	-8	-3

Five compounds drawn at random from those above:
Each structure is followed by: CTSL1 counter	core dimer inh	proCasp7 act	Efflux pump inh	PP1 inh	TPT1 inhibitor	PP5 inh	JMJD2C inh	procasp3 activ
CN(Cc1ccccc1)S(=O)(=O)c1ccc2c(c1)n(C)c(=O)c(=O)n2C
→ -3	1	9	0.0	-7	2	-1.1	35	1
O=C(O)/C(=C\c1cccc(OCc2ccccc2)c1)c1ccc(F)cc1
→ -3	7	2	0.1	2	-1	2.5	-21	1
O=C(COC(=O)CNC(=O)c1cccs1)Nc1ccccc1C(F)(F)F
→ -20	0	0	0.1	-5	-3	1.1	12	-2
COc1cccc(CN(C)C(=O)c2ccc(OCC(=O)Nc3cccc(C(F)(F)F)c3)c(OC)c2)c1
→ 8	3	1	-0.1	1	2	8.6	4	2
COc1ccc(/C=N/NC(=O)C2COc3ccccc3O2)cc1OC (stereo unspecified)
→ 5	3	1	0.0	-4	-3	-2.1	-2	1

Compound profiles, from the list above. Values in the order: CTSL1 counter | core dimer inh | proCasp7 act | Efflux pump inh | PP1 inh | TPT1 inhibitor | PP5 inh | JMJD2C inh | procasp3 activ
COc1ccc(NC(=O)CN(C)C(=O)CNC(=O)c2ccc(C)s2)cc1 in the list: -3 | 4 | 0 | 0.0 | -6 | -1 | -0.3 | -1 | 2
O=C(CSc1ccc(C(F)(F)F)cc1[N+](=O)[O-])Nc1ccccc1 in the list: -3 | -6 | -3 | 0.1 | -1 | 2 | 4.7 | 0 | -10

Further entries
Each structure is followed by: CTSL1 counter	core dimer inh	proCasp7 act	Efflux pump inh	PP1 inh	TPT1 inhibitor	PP5 inh	JMJD2C inh	procasp3 activ
Cc1ccc([N+](=O)[O-])cc1S(=O)(=O)Nc1cccc(S(=O)(=O)Nc2ccccc2C(=O)O)c1
→ nt	nt	7	-0.1	nt	nt	nt	-2	1
COc1ccc(NC(=O)Cn2cc(C#N)c3ccccc32)cc1
→ 6	2	2	-0.2	2	2	-0.3	-2	-5
O=S(=O)(c1ccc2nc(Cc3ccccc3)[nH]c2c1)N1CCOCC1
→ -1	-6	3	-0.1	-3	-4	0.1	-8	-5
CCN(CC)CCCNC(=O)C1c2cc(OC)c(OC)cc2C(=O)N(C)C1c1cccnc1 (stereo unspecified)
→ 2	0	8	0.1	-3	-3	1.3	3	-6
COc1ccccc1NS(=O)(=O)c1cc(NC(=O)CCC2CCCC2)ccc1N1CCOCC1
→ 2	11	3	0.4	1	3	1.0	-1	9
CC[C@@]1(c2ccccc2)C(=O)N(C(=O)OC)N1C(=O)OC
→ -2	-5	-5	-0.1	-5	-5	3.2	5	6
CCNC(=O)Nc1ccccc1C(=O)OC
→ 1	-1	3	0.0	0	-1	1.1	12	8
N#CC(c1ccc(Cl)nn1)c1ccccc1Cl (stereo unspecified)
→ -2	1	7	0.0	-5	2	2.9	16	7
CN1C(=O)C2C(c3ccc(N(C)C)cc3)=NN(Cc3ccccc3)C2C1=O (stereo unspecified)
→ 4	-7	-3	0.0	-2	1	2.8	2	-1
C#CCOC(=O)c1cc(Cl)c(=O)n(Cc2ccc(Cl)cc2Cl)c1
→ 3	-4	8	-0.2	1	-1	1.9	3	-5
CCCCC1CC(/C(C)=N/NC(N)=O)OC1=O (stereo unspecified)
→ -1	-5	6	0.0	-1	-1	0.4	-3	-4
O=c1[nH]c(/C=C/c2ccccn2)nc2ccccc12
→ 6	0	4	0.4	5	-4	2.5	14	2
Cc1ccc(-c2noc(CSc3nnc(Cc4ccccc4)n3-c3cccc(C)c3)n2)cc1
→ 4	12	6	0.1	8	-1	3.3	-1	-5
COc1ccc(C)cc1NC(=O)Nc1ccccc1
→ 3	-2	-2	0.3	-2	2	5.0	3	0
CCOC(=O)C(=O)NCC(c1cccs1)S(=O)(=O)c1ccc(C)cc1 (stereo unspecified)
→ -2	1	-5	0.1	0	-2	3.3	-31	-15
CCOC(=O)N1CCC(NCCNC(=O)c2ccccc2Cl)CC1
→ 0	-9	6	0.0	-1	-2	0.3	-20	4
Oc1ccc(-c2nc3ccccc3s2)cc1
→ 3	5	2	0.0	0	4	-0.7	12	2
CCOC(=O)c1ccccc1NC(=O)C=C(C)C
→ -3	-9	-6	-0.8	-1	-3	1.5	-5	3
COc1cc(OC)c(S(=O)(=O)Nc2ccc(C)cn2)cc1NC(C)=O
→ 2	-2	0	0.1	4	1	2.7	1	-6
CC(C)(C)C(=O)Nc1ccc(-c2csnn2)cc1
→ -1	0	2	0.0	-4	0	-0.1	3	-2

Other results.
Each structure is followed by: CTSL1 counter	core dimer inh	proCasp7 act	Efflux pump inh	PP1 inh	TPT1 inhibitor	PP5 inh	JMJD2C inh	procasp3 activ
CCCCn1c(N)c(N(CCOC)C(=O)c2cccc(S(=O)(=O)N(CC)c3ccccc3)c2)c(=O)[nH]c1=O
→ 6	-1	-1	0.1	-4	-3	-2.8	-5	2
COC(=O)C1CCN(CC(N)=O)CC1
→ 0	-5	-3	0.2	-8	0	2.9	-1	-2
N#CCC(=O)NCCCc1ccccc1
→ -2	-6	5	0.2	0	-1	3.1	2	9
Cc1ccc(-n2c(SCc3ccc([N+](=O)[O-])cc3)nc3ccccc3c2=O)cc1
→ 2	10	2	0.0	-4	-1	-1.2	1	9
Clc1ccc(-c2ccn[nH]2)cc1
→ -4	2	3	-0.1	-6	-1	-0.4	-2	10
O=C(CSC(=S)N1CCCC1)N1CCN(S(=O)(=O)c2cccc(F)c2)CC1
→ 9	5	4	0.0	-1	2	0.3	7	12
O=C(NNc1ccc(O)cc1)c1ccc(Br)cc1
→ -1	-1	7	-0.2	-2	-4	-2.0	-16	3
CCc1cccc(CC)c1NC(=S)N1CCn2cccc2C1c1cccnc1 (stereo unspecified)
→ -1	3	7	-0.1	-1	-2	-0.3	-8	9
COc1ccc(OC)c(-c2cc(C(=O)NCCCn3ccnc3)no2)c1
→ 1	-1	4	-0.1	4	-3	-0.2	14	2
Cc1cc(C)n(CCNS(=O)(=O)c2ccccc2)n1
→ 3	2	1	-0.1	-1	-1	-1.0	-3	12
CCOC(=O)c1ccc(Nc2nc(=O)c3cccnc3s2)cc1
→ 1	2	0	-0.1	0	-2	2.8	-4	8

Compound activity (PubChem BioAssay)
